Bioassay records deposited in PubChem BioAssay by National Center for Advancing Translational Sciences (NCATS).
D1 potentiator: enhances dopamine response at the human D1 receptor. potentiation, % at 10 µM. P21728. 360,000 tested, 0.036% active. HEK293 TREx D1 cells, calcium flux, dopamine EC20 potentiation. AID 504651; in the data active = potentiation above about 30%; also: 0% is about no effect
LDHA block: inhibitors of human lactate dehydrogenase A | 480,000 tested, 0.15% active | P00338 | activity change, % (values are at about 110 or 230 µM) | purified LDHA, NADH/diaphorase-resazurin fluorescence; active compounds read low | AID 1347041; in the data active = activity change below about -30%;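 also: plate controls were DMSO wells for no effect and wells without enzyme for full effect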
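Human LDH5 at 2 nM final in Tris HCl pH 7.4 with 0.06 mM NADH and 0.2 mM pyruvate, reacted 5 minutes at room temperature. Remaining NADH coupled via diaphorase/resazurin; resorufin fluorescence read at 0 and 20 minutes, normalized to enzyme-free and DMSO wells.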
D1 antagonist: blocks dopamine activation of the human D1 receptor. HEK293 TREx D1 cells, calcium flux, dopamine EC80; active compounds read low. activity change, negative = inhibition, % at 10 µM. 360,000 tested, 3.2% active. AID 504652; in the data active = activity change below about -30%; also: % is scaled to controls: 0 for no effect and ±100 for the full control effect
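Kinetic fluorescence of a calcium dye serves as the read-out. D1-expressing Hek293 Trex cells, induced overnight at 30 C, are exposed to compound for 180 s before an EC80 dopamine addition, then read 180 s further.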
D2 PAM: positively modulates the human D2 dopamine receptor allosterically; HEK293 T-REx D2, calcium flux, EC20 dopamine potentiation; potentiation, % at 10 µM; 340,000 tested, 0.34% active;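 active = potentiation over 3 SD above the plate norm, cut at about 30% in these data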; also: 0% is about no effect
Target sequence (P14416 whole entry, looked up): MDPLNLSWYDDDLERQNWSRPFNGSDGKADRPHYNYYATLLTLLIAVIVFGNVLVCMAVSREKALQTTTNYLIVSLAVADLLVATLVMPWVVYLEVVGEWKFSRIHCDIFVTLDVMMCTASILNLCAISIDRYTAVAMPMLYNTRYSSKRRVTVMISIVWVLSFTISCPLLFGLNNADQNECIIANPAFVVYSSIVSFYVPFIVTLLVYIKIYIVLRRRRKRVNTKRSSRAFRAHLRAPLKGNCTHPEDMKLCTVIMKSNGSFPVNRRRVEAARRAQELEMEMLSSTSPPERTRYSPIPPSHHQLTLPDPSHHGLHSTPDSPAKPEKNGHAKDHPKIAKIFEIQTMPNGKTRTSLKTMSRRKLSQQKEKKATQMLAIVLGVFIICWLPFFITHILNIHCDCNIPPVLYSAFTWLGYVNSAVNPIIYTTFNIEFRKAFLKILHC
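Tetracycline-induced HEK293 T-REx cells force-coupled to calcium signalling expressed D2; compounds were pin-added after a 10 s baseline, read kinetically 180 s, then an EC20 dopamine challenge followed with a further 180 s calcium read.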
D1 ag: activates the human D1 dopamine receptor; AID 504660; HEK293 T-REx D1 cells, calcium flux, agonist mode; P21728; 360,000 tested, 1% active; activation, % at 2 µM; in the data active = activation above about 30%; also: 0% is about no effect
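Agonism was scored from calcium flux recorded over 180 s (1 read/s) after pintool compound addition, following a 10-cycle baseline. Cells were inducible force-coupled HEK293 TREx D1, plated overnight at 30 C and loaded with no-wash calcium dye.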
Vif-APOBEC3F blk: blocks the Vif interaction with APOBEC3F | HeLa A3F-eYFP + Vif (tagged APOBEC3F with the HIV-1 protein that degrades it), YFP fluorescence increase | Potency, µM (series often up to 46.1 µM), inactives show at the top dose activity, negative = active | 390,000 tested, 0.2% active | AID 602313; also: potency is read from the fitted curve at half-maximal effect; % of control where 0% means no effect; nearly all actives have a fitted effect of over 65% in size
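HeLa cells stably expressing Vif plus C-terminally eYFP-tagged A3F were seeded, incubated overnight at 37 deg C, dosed with compound, incubated overnight again at 37 deg C. Yellow fluorescence (Ex 488/Em 500-530) reported blocked Vif-mediated A3F-eYFP degradation.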
RXFP1 ag: agonists of human relaxin receptor RXFP1; Q9HBX9; HEK293T-RXFP1 cAMP TR-FRET, 30 min; response scale: percent of porcine relaxin response, buffer zero; Potency, µM (series often up to 57.5 µM), for the others: top-dose activation, hits mostly activators; 370,000 tested, 0.3% active; also: potency is read from the fitted curve at half-maximal effect; % is scaled to controls: 0 for no effect and ±100 for the full control effect; nearly all actives have a fitted effect of over 60% in size; many of its hits are not listed in these tables
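Agonist response is measured as cAMP accumulation in an RXFP1-transfected HEK293T line under PDE4 inhibition. Values are scaled between buffer-only and 29 nM porcine relaxin, and EC50s come from standard Hill equation fits.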
Vif-A3G inh: blocks the Vif interaction with human APOBEC3G. Q9HC16. HeLa A3G-eYFP + Vif (tagged APOBEC3G with the HIV-1 protein that degrades it), YFP fluorescence, overnight. Potency, µM (series often up to 46.1 µM), inactives show top-dose activity, negative = active, usual class: inhibitors. 410,000 tested, 0.076% active. AID 602310;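 also: potency is read from the fitted curve at half-maximal effect; % is scaled to controls: 0 for no effect and ±100 for the full control effect; nearly all actives have a fitted effect of over 60% in size; hits raise eYFP signal because A3G escapes Vif-driven loss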
Target sequence (Q9HC16 whole entry, looked up): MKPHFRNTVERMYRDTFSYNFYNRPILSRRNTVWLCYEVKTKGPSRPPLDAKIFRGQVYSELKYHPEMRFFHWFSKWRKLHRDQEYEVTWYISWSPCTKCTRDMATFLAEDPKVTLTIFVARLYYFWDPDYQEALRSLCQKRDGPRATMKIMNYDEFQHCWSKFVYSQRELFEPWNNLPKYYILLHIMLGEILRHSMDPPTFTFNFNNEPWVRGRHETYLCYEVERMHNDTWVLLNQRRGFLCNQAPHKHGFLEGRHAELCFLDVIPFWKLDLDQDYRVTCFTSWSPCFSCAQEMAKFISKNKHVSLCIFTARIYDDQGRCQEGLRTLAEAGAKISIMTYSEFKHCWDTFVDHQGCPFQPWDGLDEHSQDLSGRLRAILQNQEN
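HeLa cells stably expressing Vif and C-terminally eYFP-tagged A3G, seeded overnight at 37 deg C, then exposed to compound by pintool overnight at 37 deg C. Rise in yellow fluorescence (Ex 488/Em 500-530, Acumen) marks blocked Vif-driven A3G degradation.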
GRP78 ERSR act: ER stress response induction in glioma; AID 602332; 420,000 tested, 0.02% active; Potency, µM, for the others: top-dose activation, hits mostly activators; U87-MG GRP78 promoter luciferase reporter, 16 h; also: potency is read from the fitted curve at half-maximal effect; series mostly up to about 76 µM; % of control where 0% means no effect; nearly all actives have a fitted effect of over 35% in size
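Stably transfected U87-MG glioma cells carrying a GRP78-based luciferase sensor; 16 h compound incubation. Luminescence end-point read 10 min after Bright-Glo addition at room temperature.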
Numbers without * were called inactive; nt = no result given; & = joins results of further samples. Unless noted, calls follow the shape of the dose curve; as a rule, active = well fitted curve in the direction sought with a large enough effect; inconclusive = small, poorly fitted or top-dose-only effect, or another doubt; inactive = no such curve, though single readings can be large; an effect the other way counts as inactive or inconclusive.

SMILES	D1 potentiator	LDHA block	D1 antagonist	D2 PAM	D1 ag	Vif-APOBEC3F blk	RXFP1 ag	Vif-A3G inh	GRP78 ERSR act
COc1cc(NC(=S)NC(=O)c2ccc(C)cc2C)ccc1NC(=O)c1cccs1	-3	-1	6	6	8	2%	16%	-3%	-3%
COc1ccc(CCNc2oc(COc3ccccc3Cl)nc2C#N)cc1OC	-6	1	-14	11	2	4%	-0.1%	-5%	-5%
COc1ccc(NC(=O)CN(C)S(=O)(=O)c2ccc3nc(C)sc3c2)cc1	-1	3	-25	5	-1	-24%	16%	4%	-3%
CC1CN(C(=O)[C@@H]2CCCN2S(=O)(=O)c2ccc(Cl)cc2)CC(C)O1 (some centres undefined)	nt	-6	nt	nt	nt	1%	nt	-1%	-3%
N#Cc1ccc(COC(=O)CCc2c[nH]c3ccccc23)cc1	-8	-4	-15	-3	3	-3%	-0.5%	0%	-1%
Cc1ccc2nc(-c3ccc(NC(=S)NC(=O)CC(C)C)cc3)sc2c1	-1	0	nt	10	1	4%	0.5%	2%	-5%
COc1ccc(/C=N/NC(=O)c2cc(-c3ccccc3OC(C)C)nc3ccccc23)cc1CN1CCOCC1	4	0	-4	13	1	-8%	0.2%	-4%	0%
COc1ccc(CN2CCN(Cc3c[nH]c4ccccc34)CC2CCO)cc1C (centres undefined)	-2	-4	-3	4	24	3%	-0.3%	4%	0%
Cc1cc(Cl)ccc1NC(=S)NCCc1ccc(Cl)cc1	0	-1	-25	9	14	-1%	0.6%	4%	-4%
Cc1c(C(=O)N2CCOCC2)cc(C(C)(C)C)n1-c1ccccc1	-1	-10	-1	6	5	5%	-0.5%	2%	-3%
O=C(OCC1COc2ccccc2O1)c1ccccc1F (centres undefined)	-6	2	-4	2	0	0%	0.8%	0%	4%
O=C(COC(=O)/C=C/c1cccs1)NC1CCCCC1	-3	-19	8	6	0	0%	-0.2%	3%	7%
O=C(COc1ccc(S(=O)(=O)N2CCCCC2)cc1Cl)N1CCCC1	-1	-2	-2	-4	2	0%	-1.0%	1%	-2%
COC(=O)c1cccc(Cn2nc(C)c([N+](=O)[O-])c2C)c1	-1	-1	10	nt	3	-7%	1.0%	-2%	1%
O=C(c1ccc(=O)[nH]c1)N1CCN(S(=O)(=O)c2ccccc2)CC1	-3	-7	-11	23	1	7%	2.6%	3%	-4%
CCOc1ccc(NC(=O)Cc2ccccc2)cc1	-8	-9	-2	-3	1	1%	0.1%	0%	0%
Cc1ccc2nc(-c3ccc(NC(=O)Cc4cccs4)cc3)[nH]c2c1	-7	-12	-8	-1	1	-9%	2.5%	-9%	7%
COc1ccc(-c2n[nH]c(C)c2-c2cc(OC)ccc2O)cc1	-1	6	-5	2	1	3%	-2.6%	3%	-5%
CCOC(=O)c1cc(NC(=O)N(C(C)C)C(C)C)c(C)nc1C	0	-10	nt	8	2	-4%	1.4%	3%	-3%
COc1cccc(C2C(C#N)=C(N)OC3=C2C(=O)CC(c2ccco2)C3)c1OCc1ccc(F)cc1 (centres undefined)	2	1	17	6	0	-2%	3.2%	0%	-4%
O=C1NCCN(Cc2ccc(Cl)c(F)c2)C1CC(=O)N1CCCCO1 (centres undefined)	-3	0	-7	-6	2	0%	0.0%	-1%	0%
COc1ccc(N(C(=O)c2ccco2)C(C(=O)NC2CCCC2)c2ccccc2)cc1 (centres undefined)	4	-4	9	-6	0	8%	-4.6%	-1%	-2%
COCc1nnc(NC(=O)c2ccc3c(c2)OCO3)s1	-4	-13	-2	-4	1	3%	-0.4%	0%	-12%
COC(=O)c1ccccc1S(=O)(=O)N1CCC(C(=O)N2CCC2)CC1	-6	-3	15	8	4	1%	1.8%	0%	-1%
CCc1noc(C)c1C(=O)Nc1cc(S(=O)(=O)N(CC)CC)ccc1N1CCOCC1	6	-2	1	6	2	6%	9.1%	3%	0%
COc1cc(C(=O)Nc2ccc3c(c2)CCCN3C(=O)c2ccco2)c([N+](=O)[O-])cc1OC	-5	-2	-23	-4	1	0%	-0.2%	2%	-5%
Cc1ccc2c(=O)n3c(nc2c1)C(Cc1ccc(O)cc1)NC(=O)c1cccnc1-3 (centres undefined)	nt	-4	nt	nt	nt	0%	nt	2%	0%
O=C(c1cc([N+](=O)[O-])ccc1N1CCOCC1)N1CCOCC1	2	1	-42*	7	1	0%	0.1%	2%	0%
O=C(CCN1C(=O)c2ccccc2C1=O)NCc1ccncc1	-1	-1	5	5	1	1%	0.4%	-2%	-4%
Cc1[nH]ccc(=O)c1OCc1c(Cl)cccc1Cl	0	3	-20	-7	0	1%	-1.1%	-1%	-2%
CCOC(=O)/C(=C/c1ccc(Cl)cc1)NC(=O)c1ccco1	-5	-6	-11	20	5	-1%	0.0%	-6%	-4%
COc1cc(C(=O)NCc2cn3ccccc3n2)cc(OC)c1OC	-4	2	15	11	-2	1%	2.5%	1%	-2%
Cc1nc2nc(C)c(CCC(=O)NCCC3=CCCCC3)c(C)n2n1	-3	-7	0	-2	4	0%	3.0%	-1%	-2%
O=C1c2ccccc2C(=O)N1c1ccc(-c2nc3ccccc3o2)cc1	-3	nt	-7	0	1	nt	2.6%	nt	nt
Cc1ccc(Sc2cc(C(=O)NCCCN(C)C)c3ccccc3n2)cc1	-2	-8	-10	-14	34*	2%	1.5%	1%	-8%
COc1cc(NC(=O)CCn2c(-c3ccccc3)cc(C(C)=O)c2C)cc(OC)c1	1	-22	10	-7	3	6%	1.8%	2%	-2%
COc1ccccc1CNS(=O)(=O)c1ccc(Br)s1	-15	-18	-13	-8	4	2%	1.5%	2%	-2%
Cc1cccc(C)c1NC(=O)CN1C(=O)C(C)Oc2ccccc21 (centres undefined)	-8	3	-6	-9	3	-2%	1.2%	0%	-3%
COc1cc(OC)c(NC(=O)C2CCN(S(=O)(=O)c3ccc4c(c3)oc(=O)n4C)CC2)cc1Cl	-2	-4	4	-10	1	-1%	-0.6%	4%	-2%
CCc1ccc(NC(=O)c2noc3c2CCCCC3)cc1	-1	-1	-9	-2	2	-17%	1.2%	-9%	3%
Cc1nn(C(C)(C)C)c(OC(=O)c2cccs2)c1S(=O)(=O)c1ccccc1	-6	-3	-10	-5	5	7%	-0.3%	-10%	-6%
COc1cccc(SCc2noc(C(=O)NCc3ccccc3)c2C(=O)NCc2ccccc2)c1	-1	-3	-25	-6	3	-7%	0.0%	6%	-3%
COCCNC(=O)c1c(N)n(/N=C/c2ccc(F)cc2)c2nc3ccccc3nc12	2	-2	13	-3	4	1%	0.0%	1%	-2%
Cc1ccc(CN(C(=O)c2ccccc2)c2ccccn2)o1	0	-2&-2	9	5	1	2%	-1.4%	4%	-2%
CC1(C)Cc2c(c(N3CCOCC3)nc3sc4c(NCC5CCCO5)nnnc4c23)CS1 (centres undefined)	-3	-6	26	2	-1	-25%	-3.0%	-6%	-3%
CCC(C)(C)NC(=O)C1CCC(CNS(=O)(=O)c2ccc3c(c2)CC(C)N3C(C)=O)CC1 (centres undefined)	-5	-3	-5	-1	6	-13%	5.7%	6%	-2%
Cc1cccc(COc2coc(CN3CCN(C(=O)c4ccco4)CC3)cc2=O)c1	-1	-1	14	-1	1	-8%	1.0%	-1%	-3%
CCCCC(=O)Nc1nnn(CCC)n1	-11	-2	-15	19	1	-11%	0.8%	2%	-2%

3 entries drawn at random from those above:
SMILES	D1 potentiator	LDHA block	D1 antagonist	D2 PAM	D1 ag	Vif-APOBEC3F blk	RXFP1 ag	Vif-A3G inh	GRP78 ERSR act
CCc1ccc(NC(=O)c2noc3c2CCCCC3)cc1	-1	-1	-9	-2	2	-17%	1.2%	-9%	3%
CCOC(=O)/C(=C/c1ccc(Cl)cc1)NC(=O)c1ccco1	-5	-6	-11	20	5	-1%	0.0%	-6%	-4%
Cc1nc2nc(C)c(CCC(=O)NCCC3=CCCCC3)c(C)n2n1	-3	-7	0	-2	4	0%	3.0%	-1%	-2%

Additional compounds
SMILES	D1 potentiator	LDHA block	D1 antagonist	D2 PAM	D1 ag	Vif-APOBEC3F blk	RXFP1 ag	Vif-A3G inh	GRP78 ERSR act
Cc1ccc(N=Cc2cc3c(cc2O)OC(N)=C(C#N)C3c2ccccc2)cc1 (centres undefined)	-3	-2	-17	3	1	-20%	-0.2%	2%	-9%
CCCCN1C(=O)C(CC(=O)NCCN2CCOCC2)CC(C(=O)N(C(C)C)C(C)C)=C1C (centres undefined)	nt	4	nt	nt	nt	-1%	nt	3%	-3%
CCOC(=O)c1cnc(SCC(=O)Nc2cccc(OC)c2)nc1N	-1	1	-13	-9	5	-13%	-2.1%	2%	1%
Clc1cccc(C[n+]2cc(-c3ccccc3)n3c2CCC3)c1	-1	-3	11	-27	1	0%	-0.6%	-1%	-2%
O=C(NCCCn1ccnc1)c1cc2ccccc2oc1=O	-4	-5	0	3	1	1%	2.6%	3%	2%
CC(=O)NCCc1nc2ccccc2n1CCOc1ccccc1C	1	-2	-25	-11	2	3%	9.0%	1%	-2%
O=C(CCCn1c(=O)[nH]c2ccc(Br)cc2c1=O)NCc1ccc(Cl)cc1	-1	0	30	nt	-1	-3%	24%	0%	-1%
Cc1ccccc1Cn1c(CN2CCN(C(=O)c3ccco3)CC2)nc2c1c(=O)n(C)c(=O)n2C	2	-2	-2	10	3	1%	1.2%	-5%	-4%
O=C(CCC(=O)Nc1ccc(F)cc1)N/N=C/c1ccccc1O	-7	-3	-14	-7	-1	8%	0.7%	-3%	3%
CCc1cccc(C)c1NC(=O)COC(=O)c1cc([N+](=O)[O-])ccc1N1CCOCC1	-6	-2	15	8	5	1%	2.3%	0%	-5%
O=C(O)c1ccc(Cn2cc(Cl)cn2)cc1	-5	-14	-10	-3	3	-8%	0.9%	-1%	-3%
CCOc1ccc(CNC(=O)CN2N=C(c3ccccc3)CCC2=O)cc1OC	-1	-4	14	10	-3	12%	-0.5%	3%	-1%
COc1ccc(-c2cc(-c3ccccc3)nc(SCC(=O)CC(=O)OC(C)C)c2C#N)cc1	-3	-7	-11	-3	4	-1%	9.0%	-8%	1%

Some of the compounds tested. The share of hits here may be higher or lower than overall.
